E-sel inducer = E-selectin induction on HUVECs | HUVEC E-selectin immunofluorescence imaging; normalized: neutral wells 0, TNF-alpha wells 100 | P16581 | 260,000 compounds, 0.37% hits | activation, % at 7.58 µM | AID 686992;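 active means mean E-selectin-positive cell signal at least 10% of the positive control, reached in at least 60% of replicates, without over 20% cell loss; inconclusive means no rule given, readout overlaps actives, possibly toxicity-flagged; inactive means the rest, including those meeting only one limit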;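 further: in these data hits start at about 27%; measured in HUVEC primary endothelial cells; signal is the percent of cells scored E-selectin positive by PE staining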
Target sequence (P16581 whole entry, looked up): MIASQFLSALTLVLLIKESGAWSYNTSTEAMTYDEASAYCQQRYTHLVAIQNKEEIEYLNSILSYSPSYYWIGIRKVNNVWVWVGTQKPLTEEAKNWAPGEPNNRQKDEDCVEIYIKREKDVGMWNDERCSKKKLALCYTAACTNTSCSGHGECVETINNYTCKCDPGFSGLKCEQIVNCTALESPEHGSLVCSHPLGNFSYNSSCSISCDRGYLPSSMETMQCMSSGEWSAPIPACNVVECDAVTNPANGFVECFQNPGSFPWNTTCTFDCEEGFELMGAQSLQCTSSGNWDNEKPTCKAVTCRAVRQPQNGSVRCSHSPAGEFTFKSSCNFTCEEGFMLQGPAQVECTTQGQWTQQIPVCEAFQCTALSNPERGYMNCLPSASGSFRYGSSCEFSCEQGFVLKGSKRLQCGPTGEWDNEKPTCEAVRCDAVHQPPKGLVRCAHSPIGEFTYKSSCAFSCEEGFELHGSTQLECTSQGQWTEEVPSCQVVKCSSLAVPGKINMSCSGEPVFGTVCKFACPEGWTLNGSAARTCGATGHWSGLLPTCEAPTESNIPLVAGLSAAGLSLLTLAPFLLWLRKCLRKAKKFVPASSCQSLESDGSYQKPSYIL
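Test system: HUVEC | Signal: Immunofluorescence imaging | Read-out: Percent E-selectin-positive cells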
esBAF inh = blocks esBAF chromatin remodeling in mouse ES cells. 350,000 compounds, 2% hits. Bmi1-luciferase knock-in reporter, 24 h; 100% = twice the neutral-well signal. reporter increase, % at 12.5 µM; in the data active means activation above about 40%; inconclusive means no clear call, values can overlap the other calls;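 further: 0% = median of the plate's neutral control wells and 100% = double that signal; a rise in the Bmi1 reporter signal indicates esBAF inhibition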
S100A4 MyoIIA = inhibitors of human S100A4 binding to myosin IIA peptide; P26447; S100A4/TAMRA-MyoIIA peptide fluorescence polarization; inhibition, % at 10.7 µM; 360,000 compounds, 0.14% hits; AID 652163;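 active means mean inhibition of at least 70% across replicates, with every replicate also reaching that level; inconclusive means mean inhibition reaches 70% but some replicates fall short; inactive means mean inhibition below 70%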
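Assay system: human S100A4 monomer with TAMRA-labelled myosin IIA peptide / Buffer or medium: Calcium-containing HEPES buffer, pH 7.2 / Reagent: TAMRA-labelled myosin IIA heavy-chain peptide probe, 5 nM / Compound: one dose per compound / Timing: polarization read 5 min after assay mix addition, stable 5–60 min / Benchmarks: neutral control DMSO, positive control TFP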
RAD52 anneal inh = RAD52 (human) annealing inhibition. recombinant RAD52 DNA annealing, FRET fluorescence. inhibition, % at 18.7 µM. 360,000 compounds, 0.46% hits. AID 651710;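 active means every replicate showing at least 50% inhibition; inconclusive means mean inhibition at least 50% but not in every replicate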
ERp5 block = blocks human ERp5 reductase activity on insulin; Q15084; ERp5 insulin aggregation, absorbance 650 nm, 90 min; inhibition, % at 9.99 µM; 350,000 compounds, 0.05% hits; AID 651711;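 active means mean replicate inhibition above about 25%, with every replicate also reaching it, limit read from the data, passing the limit was not always enough; inconclusive means only one of those two criteria met; inactive means neither criterion met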
Target sequence (Q15084 whole entry, looked up): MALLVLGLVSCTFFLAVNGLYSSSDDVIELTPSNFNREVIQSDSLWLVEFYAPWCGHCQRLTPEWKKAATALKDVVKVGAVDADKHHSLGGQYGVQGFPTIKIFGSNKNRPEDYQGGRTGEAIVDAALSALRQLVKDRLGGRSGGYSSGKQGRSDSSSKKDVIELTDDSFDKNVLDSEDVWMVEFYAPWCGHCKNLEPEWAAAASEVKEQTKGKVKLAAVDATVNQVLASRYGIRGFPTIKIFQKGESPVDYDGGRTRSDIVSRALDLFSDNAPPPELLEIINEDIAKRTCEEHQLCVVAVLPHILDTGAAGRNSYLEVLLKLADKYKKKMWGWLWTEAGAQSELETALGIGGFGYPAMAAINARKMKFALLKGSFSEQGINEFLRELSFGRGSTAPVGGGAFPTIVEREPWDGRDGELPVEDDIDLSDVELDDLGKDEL
ERAP1 inh = inhibitors of human ERAP1 aminopeptidase; Q9NZ08; AID 652197; recombinant ERAP1, Leu-AMC fluorescence, 60 min; inhibition, % at 10.7 µM; 340,000 compounds, 0.15% hits;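 active means mean replicate inhibition of at least 30%, or all replicates individually reaching that 30% level; inactive means mean below 30% and not every replicate reaching it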;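 further: 0% = neutral control wells and 100% = L-leucinethiol positive control wells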
Xi reactivation = activators of X-chromosome reactivation in mouse fibroblasts; XiGFP mouse fibroblasts, % GFP-positive cells imaging, 3 d; cells co-treated with 5-aza-dC sensitizer; scaled so ellipticine positive control = 100%; activation, % at 7.58 µM; 360,000 compounds, 0.055% hits; AID 743238;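 active means mean normalized replicate activation at least 10% and every replicate at or above 10%; inconclusive means only one of the two criteria met; inactive means mean below 10% and not all replicates reach 10%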;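 further: 0% = median of on-plate neutral control wells and 100% = ellipticine 6 µM median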
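System: SV40-immortalized XiGFP fibroblast cells, line 68-5-11 / Incubation: 3-day compound exposure, then 15 min fixation at room temperature / Compound: single concentration per compound, delivered by pin transfer / Buffer or medium: DMEM plus 5-aza-dC sensitizer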
RAD54 inh = RAD54 (human) branch migration inhibition | 360,000 compounds, 0.14% hits | AID 602329 | inhibition, % at 10.4 µM | RAD54 Holliday junction branch migration, FAM/BHQ fluorescence;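 active means mean normalized replicate activity at least 40 and at least half of replicates scoring 40 or more; inconclusive means only one of the two criteria met; inactive means mean below 40 and under half of replicates reaching 40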;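 further: 0% = median of neutral control wells and 100% = median of positive control wells; inhibitors cause a drop in the FAM fluorescence signal; in these data hits start at about 50%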
An asterisk follows results filed as active; ? = inconclusive; · = not tested or not shown.

[1] CC(=O)[C@H]1CC[C@@H](c2ccccc2)N(S(=O)(=O)c2ccc(C)cc2)C1
[2] CNC[C@@H]1Oc2ccc(NC(=O)NC(C)C)cc2C(=O)N([C@H](C)CO)C[C@@H]1C
[3] Cc1ccc(CNC(=O)C2CCN(c3nnc(N4CCCC4=O)s3)CC2)cc1
[4] COc1cccc(NC(=O)CSc2nnc(Cc3ccc(OC)c(OC)c3)o2)c1
[5] COc1cc(OC)c(NC(=O)CS(=O)(=O)Cc2nc(-c3ccc(C)cc3)oc2C)cc1Cl
[6] Cc1cccn2c(=O)c3cc(C(=O)NC4CCS(=O)(=O)C4)n(Cc4ccccc4)c3nc12 (configuration not stated)
Assay by compound	1	2	3	4	5	6
ERp5 block	0	-2	0	-1	5	1
esBAF inh	·	0	-3	-6	0	14
Xi reactivation	0.1	0.6	0.0	-0.1	0.2	0.0
E-sel inducer	0.2	-3.3	-1.5	-0.1	0.0	·
RAD52 anneal inh	-7	-2	1	-10	-11	-5
RAD54 inh	·	3	8	12	-1	-10
S100A4 MyoIIA	3	8	7	-3	-1	3
ERAP1 inh	-1	3	0	-4	-3	7

[7] CC(C)NC(=O)c1nc2c(nnn2Cc2cccc(Cl)c2)c(=O)[nH]1
[8] CCOc1ccc(S(=O)(=O)N2CN3CCN(C3)C2)cc1
[9] COCC(=O)N(C)C[C@@H]1[C@@H](c2ccccc2)[C@H](CO)N1C(=O)NC(C)C
[10] CCN(C(=O)COC(=O)c1c(C)nn(-c2ccccc2)c1C)C1CCS(=O)(=O)C1 (configuration not stated)
[11] Cc1nn2cc(-c3ncc(C(F)(F)F)cc3Cl)cnc2c1Br
[12] COc1ccc(NC(=O)Nc2ccc3c(c2)CC(=O)N([C@@H](C)CO)C[C@H](C)[C@@H](CN(C)Cc2ccc(C(=O)O)cc2)O3)cc1
Assay by compound	7	8	9	10	11	12
ERp5 block	1	2	-5	-1	2	-5
esBAF inh	-1	-8	-5	·	·	9
Xi reactivation	0.0	0.0	0.0	0.2	0.0	0.2
E-sel inducer	0.0	·	0.0	·	·	1.5
RAD52 anneal inh	-3	-8	1	-13	-6	-6
RAD54 inh	5	-4	-3	·	3	1
S100A4 MyoIIA	0	-4	-5	-4	-2	-19
ERAP1 inh	-1	1	0	1	-2	0

Random excerpt: 2 records from the list
[11] Cc1nn2cc(-c3ncc(C(F)(F)F)cc3Cl)cnc2c1Br
[8] CCOc1ccc(S(=O)(=O)N2CN3CCN(C3)C2)cc1
Assay by compound	11	8
ERp5 block	2	2
esBAF inh	·	-8
Xi reactivation	0.0	0.0
E-sel inducer	·	·
RAD52 anneal inh	-6	-8
RAD54 inh	3	-4
S100A4 MyoIIA	-2	-4
ERAP1 inh	-2	1

(list continues)
[13] O=C(NCCc1ccccn1)c1cc(-c2ccc(Cl)cc2)nc2ccccc12
[14] COc1ccc(C(C)=O)cc1COC(=O)CNC(=O)C1CCCCC1
[15] O=C(Cc1n[nH]c(=O)[nH]c1=O)N/N=C/c1c(O)ccc2ccccc12
[16] COc1cccc(NC(=O)N2C[C@H](O)COC[C@@H]3O[C@@H](CC(=O)NC4CCCC4)CC[C@H]32)c1
[17] CCC(=O)N1[C@H](CO)[C@H](c2ccc(-c3ccc(F)cc3)cc2)C12CN(C(C)=O)C2
[18] Cc1ccc(S(=O)(=O)NCCN2CCOCC2)c(C)c1
Assay by compound	13	14	15	16	17	18
ERp5 block	0	-5	-1	0	3	0
esBAF inh	·	1	·	-5	·	11
Xi reactivation	0.0	0.0	0.0	-0.1	0.1	0.0
E-sel inducer	-0.5	-0.5	0.2	0.0	0.2	0.1
RAD52 anneal inh	-16	-2	-29	5	-30	-16
RAD54 inh	·	-6	·	-6	·	-7
S100A4 MyoIIA	3	7	2	4	10	-1
ERAP1 inh	2	1	3	-1	-1	-1

[19] Cc1cc(C)n2nc(CNS(=O)(=O)c3cccc([N+](=O)[O-])c3)nc2n1
[20] CCn1c(C)c(C)c2cc(C(=O)N3CCCC3)ccc21
[21] O=c1[nH]c2ccccc2nc1-c1ccccc1
[22] COC(=O)[C@H](C)N(Cc1ccc(Cl)c(Cl)c1)S(=O)(=O)CCN1CCN(c2ccccc2)CC1
[23] O=C(C[C@H]1CC[C@H]2[C@@H](COC[C@@H](O)CN2Cc2cc(F)ccc2F)O1)NCc1ccc(Oc2ccccc2)cc1
[24] C[C@@H]1CN([C@H](C)CO)S(=O)(=O)c2ccc(C#CC3CC3)cc2O[C@H]1CN(C)C(=O)C1CCC1
Assay by compound	19	20	21	22	23	24
ERp5 block	3	-1	-3	1	2	-7
esBAF inh	-2	2	·	8	8	1
Xi reactivation	0.0	0.1	0.4	0.2	0.1	-1.1
E-sel inducer	·	·	0.6	0.0	-0.1	0.4
RAD52 anneal inh	-2	-8	-3	-8	11	3
RAD54 inh	-3	-5	2	-1	1	-1
S100A4 MyoIIA	9	-26	1	0	-4	-5
ERAP1 inh	-1	2	·	0	2	-3

[25] COCCn1c(SCC(=O)NC(C)c2ccccc2)nc2ccccc21 (configuration not stated)
[26] Cc1cccc(S(=O)(=O)N2CC[C@@H]3[C@H]2c2cc(C4=CCCCC4)ccc2N[C@@H]3CO)c1
[27] NS(=O)(=O)c1ccc(Nc2nc(-c3cccnc3)cs2)cc1
[28] Cn1ccnc1SCC(=O)Nc1ccc(F)c([N+](=O)[O-])c1
[29] COc1ccc(OCc2cc(C(=O)N3CCC(OC)CC3)no2)c2ccccc12
[30] COc1ccc(CCNC(=O)CCc2cn(C)c3ccccc23)c(OC)c1
Assay by compound	25	26	27	28	29	30
ERp5 block	1	-2	0	12	1	3
esBAF inh	-6	1	-2	·	70*	-4
Xi reactivation	0.1	0.1	0.4	0.0	0.1	0.5
E-sel inducer	0.1	0.1	·	0.1	·	1.9
RAD52 anneal inh	2	-7	-12	-6	-2	-27
RAD54 inh	-10	5	-3	·	-6	5
S100A4 MyoIIA	-2	-7	3	2	8	-5
ERAP1 inh	-1	-1	0	-1	1	1

[31] COc1ccc(S(=O)(=O)NNC(=O)c2ccc(-n3c(C)ccc3C)cc2)cc1
[32] Cc1cc(=O)n2c3ccccc3n(CC(O)CN3CCN(Cc4ccccc4)CC3)c2c1C#N (configuration not stated)
[33] Cn1cccc1C(=O)NC(=O)COC(=O)CCNS(=O)(=O)c1cccc(C(F)(F)F)c1
[34] Cc1ccc(CNS(=O)(=O)c2ccc(C)s2)cc1
[35] CCOC1=C2CN(S(=O)(=O)c3ccc(C)cc3)[C@@H](c3cccs3)C[C@H]2[C@H]2C(=O)N(c3ccccc3)C(=O)[C@H]2C1
[36] CCOC(=O)C1CCN(C(=O)CN(c2ccc3c(c2)OCCO3)S(=O)(=O)c2ccccc2)CC1
Assay by compound	31	32	33	34	35	36
ERp5 block	3	0	3	1	0	4
esBAF inh	·	2	0	7	1	·
Xi reactivation	0.0	-0.1	0.4	0.0	0.0	0.0
E-sel inducer	0.5	-0.1	-0.1	·	·	2.9
RAD52 anneal inh	-19	15	-46	-4	-23	-5
RAD54 inh	0	32	-2	-8	-4	·
S100A4 MyoIIA	-10	-9	15	-6	16	-1
ERAP1 inh	1	6	0	0	·	-3

Some entries already given, showing only RAD54 inh.
no.	SMILES	RAD54 inh
19	Cc1cc(C)n2nc(CNS(=O)(=O)c3cccc([N+](=O)[O-])c3)nc2n1	-3
20	CCn1c(C)c(C)c2cc(C(=O)N3CCCC3)ccc21	-5

(more compounds)
[37] COc1ccc(C(=O)NC(=S)N2CCN(c3ccc([N+](=O)[O-])cc3)CC2)cc1
[38] CCN(CC)CCNc1oc(-c2ccccc2)nc1S(=O)(=O)c1ccccc1
[39] COc1ccc(C(CNC(=O)CSc2ccccc2)N2CCOCC2)cc1 (configuration not stated)
[40] c1ccc(CNc2nc(Oc3ccncc3)c3sccc3n2)cc1
[41] CCCCC(=NCCc1c(C)[nH]c2ccc(OC)cc12)C1=C(O)CC(c2ccccc2)CC1=O (configuration not stated)
[42] COC(=O)C1(Cc2ccc3c(c2)CCC3)Cc2ccc3c(c2C1=O)CCC3 (configuration not stated)
Assay by compound	37	38	39	40	41	42
ERp5 block	-5	1	2	0	-5	-5
esBAF inh	·	19	-5	-12	·	·
Xi reactivation	0.0	0.0	-0.1	-0.1	0.7	0.0
E-sel inducer	0.1	-0.6	0.1	-0.1	0.8	1.4
RAD52 anneal inh	-34	-28	-2	-14	-25	-10
RAD54 inh	·	-14	-8	-5	·	·
S100A4 MyoIIA	-1	15	?	16	-5	7
ERAP1 inh	-1	0	0	-20	7	-1

[43] CCCN1C[C@H](C)[C@H](OC)CN(C)C(=O)c2ccc(NC(=O)c3ccccc3)cc2OC[C@H]1C
[44] O=C(O)c1[nH]c2ccccc2c1C(c1cccc(O)c1)c1c(C(=O)O)[nH]c2ccccc12
[45] CCCCCCNCC1OCc2ccccc2CO1
[46] COc1ccc(N2CCN(C3CCCN(C(=O)CN4CCCC4=O)C3)CC2)cc1 (configuration not stated)
[47] CCOC(=O)c1sc(Nc2nc(OC)cc(OC)n2)nc1C
[48] COc1ccc(CC(N)c2csc(Nc3nccc(C(F)(F)F)n3)n2)cc1 (configuration not stated)
[49] CCCNC(=O)N1C[C@@H]2[C@H](c3ccccc31)[C@@H](CO)N2CC1CCCCC1
[50] C[C@@H]1CCCCO[C@@H](CN(C)C(=O)C2CCCCC2)[C@@H](C)CN([C@H](C)CO)C(=O)c2cc(NS(=O)(=O)c3ccc(Cl)cc3)ccc2O1
Assay by compound	43	44	45	46	47	48	49	50
ERp5 block	7	-1	-2	-2	-5	-5	-2	0
esBAF inh	0	-4	·	0	·	-3	-9	-3
Xi reactivation	1.6	0.2	-0.1	0.1	0.0	0.1	-0.1	-0.2
E-sel inducer	0.3	0.2	·	·	·	0.1	0.1	-0.1
RAD52 anneal inh	4	-18	-8	2	-1	-31	-6	-10
RAD54 inh	-1	0	·	5	·	-12	-22	-1
S100A4 MyoIIA	2	-1	-7	-6	-1	-3	0	10
ERAP1 inh	2	35*	-4	-1	-1	0	-1	2

Screening results deposited in PubChem BioAssay by Broad Institute.
